High-throughput results (PubChem)
Casp6 inh: blocks human caspase-6 cleavage activity; P55212; purified caspase-6, Z-VEID-R110 cleavage fluorescence; inhibition, % at 12.5 µM; hit rate 0.53% among 350,000; AID 686996;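 active = mean inhibition across replicates at least about 35%, with every replicate also reaching that limit, limit read from the data; inconclusive = only one of the two criteria met; inactive = neither criterion met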;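 also: 0% = median of neutral control wells and 100% = no fluorescence left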
Target sequence (P55212 24-179 limits assumed): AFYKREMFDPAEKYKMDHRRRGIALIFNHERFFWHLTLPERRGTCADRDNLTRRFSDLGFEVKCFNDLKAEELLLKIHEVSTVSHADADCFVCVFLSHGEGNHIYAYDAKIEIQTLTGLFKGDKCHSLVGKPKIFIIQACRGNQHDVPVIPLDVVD
Target sequence (P55212 194-293 limits assumed): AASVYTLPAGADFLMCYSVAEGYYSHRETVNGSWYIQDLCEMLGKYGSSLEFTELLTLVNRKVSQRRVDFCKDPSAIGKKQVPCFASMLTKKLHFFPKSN
E-sel inducer: induces E-selectin expression in human endothelial cells. P16581. HUVEC E-selectin immunofluorescence imaging; normalized: neutral wells 0, TNF-alpha wells 100. activation, % at 7.58 µM. hit rate 0.37% among 260,000. AID 686992;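 active = mean E-selectin-positive cell signal at least 10% of the positive control, reached in at least 60% of replicates, without over 20% cell loss; inconclusive = no rule given, readout overlaps actives, possibly toxicity-flagged; inactive = the rest, including those meeting only one limit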;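 also: in these data hits start at about 27%; measured in HUVEC primary endothelial cells; signal is the percent of cells scored E-selectin positive by PE staining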
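System: HUVEC / Compound: single concentration / Signal: immunofluorescence imaging / Read-out: percent E-selectin-positive cells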
RAD52 anneal inh: blocks human RAD52 DNA annealing; P43351; recombinant RAD52 DNA annealing, FRET fluorescence; inhibition, % at 18.7 µM; hit rate 0.46% among 360,000; AID 651710;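 active = every replicate showing at least 50% inhibition; inconclusive = mean inhibition at least 50% but not in every replicate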
Target sequence (P43351 whole entry, looked up): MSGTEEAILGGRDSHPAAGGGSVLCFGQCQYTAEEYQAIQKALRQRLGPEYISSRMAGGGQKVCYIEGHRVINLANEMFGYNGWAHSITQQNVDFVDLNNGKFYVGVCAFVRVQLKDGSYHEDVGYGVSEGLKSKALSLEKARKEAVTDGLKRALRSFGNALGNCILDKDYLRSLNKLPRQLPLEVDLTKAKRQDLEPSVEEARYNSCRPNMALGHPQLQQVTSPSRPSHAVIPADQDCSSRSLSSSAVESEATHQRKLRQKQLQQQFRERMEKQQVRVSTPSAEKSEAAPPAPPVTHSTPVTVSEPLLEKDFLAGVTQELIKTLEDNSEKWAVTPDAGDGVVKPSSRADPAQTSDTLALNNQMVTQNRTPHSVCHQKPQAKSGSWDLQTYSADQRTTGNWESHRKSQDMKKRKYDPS
XiGFP reactiv: activators of X-chromosome reactivation in mouse fibroblasts; activation, % at 7.58 µM; XiGFP mouse fibroblasts, % GFP-positive cells imaging, 3 d; cells co-treated with 5-aza-dC sensitizer; scaled so ellipticine positive control = 100%; hit rate 0.055% among 360,000;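 active = mean normalized replicate activation at least 10% and every replicate at or above 10%; inconclusive = only one of the two criteria met; inactive = mean below 10% and not all replicates reach 10%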;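 also: 0% = median of on-plate neutral control wells and 100% = ellipticine 6 µM median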
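Material: XiGFP fibroblasts, SV40-immortalized. Buffer or medium: DMEM plus 5-aza-dC sensitizer. Compound: single concentration per compound, delivered by pin transfer. Times: 3 days compound exposure. Controls: ellipticine 6 µM.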
DENV2 CPE rescue: protects cells from dengue virus 2 cytopathic effect | DENV2-infected cells, cytopathic effect rescue, plate reader | CPE inhibition, % at 9.99 µM | hit rate 1.7% among 350,000 | AID 651640; in the data active = CPE inhibition above about 20%, passing the limit was not always enough; inconclusive = no clear call, values can overlap the other calls; tested in BHK-21 cells;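 also: 0% = median of neutral control wells and 100% = median of positive control wells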
F508del corr: correctors of CFTR F508del function in bronchial epithelial cells. CFBE cells, YFP halide quenching; stimulated with forskolin plus potentiator P3; % fluorescence drop versus neutral controls. activity (quench increase), % at 7.58 µM. hit rate 0.36% among 350,000. AID 720511;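 active = mean added fluorescence quench of at least 8% versus neutral control, with both replicates also reaching 8%; inconclusive = only one of the mean or replicate conditions met; inactive = mean below 8% and not both replicates reaching 8%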;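 also: cells transiently co-express mutant CFTR-F508del with the halide-sensitive YFP; corrector assay measuring rescue of mutant channel to the surface after 24 h compound exposure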
RAD54 branch: inhibitors of human RAD54 branch migration; inhibition, % at 10.4 µM; RAD54 Holliday junction branch migration, FAM/BHQ fluorescence; Q92698; hit rate 0.14% among 360,000;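 active = mean normalized replicate activity at least 40 and at least half of replicates scoring 40 or more; inconclusive = only one of the two criteria met; inactive = mean below 40 and under half of replicates reaching 40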;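 also: 0% = median of neutral control wells and 100% = median of positive control wells; inhibitors cause a drop in the FAM fluorescence signal; in these data hits start at about 50%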
GSIS activator: GLuc luminescence reporter in INS-1E cells, primary screen for activators of glucose-dependent secretion of insulin. activation, % at 16.6 µM. INS-1E GLuc reporter insulin secretion, 2-3 h. AID 743287. hit rate 0.61% among 370,000;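 active = lowest replicate activation of at least 40%, so every replicate reaches that level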;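 also: 0% = median of neutral control wells and 100% = median of IBMX positive control wells; some compounds called inactive have numbers as strong as hits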
Numbers without * were called inactive; ? = inconclusive; · = no result given.

SMILES	Casp6 inh	E-sel inducer	RAD52 anneal inh	XiGFP reactiv	DENV2 CPE rescue	F508del corr	RAD54 branch	GSIS activator
COCCC(=O)N1CCC(Oc2ccc(C(=O)N(C)Cc3cc(C)no3)cc2)CC1	-2	-0.1	-25	-0.1	-5	-2.0	-10	8
COCCCNC(=O)c1ccccc1SC	-3	·	-16	·	-3	4.0	-1	10
COc1cccc(-c2ccccc2[C@H]2[C@@H](C#N)N(C(=O)Cc3ccccc3)[C@H]2CO)c1	0	-0.1	49	0.2	?	1.8	·	-7
CC1CCCN(S(=O)(=O)c2ccc(NC(=O)Cc3ccc(S(=O)(=O)N4CCOCC4)s3)cc2)C1 (centres undefined)	2	·	-80	0.3	7	-4.7	·	-18
COc1ccc(CN2CCNC(=O)C2CC(=O)NC2CCCC2)cc1OC (centres undefined)	-2	0.0	-7	0.0	0	0.3	-6	18
NCC[C@H]1CC[C@@H](NC(=O)Nc2ccc(F)cc2)[C@H](CO)O1	4	0.6	-14	0.3	-11	0.2	0	-9
CCC(=O)N1[C@@H]2CN(C(=O)c3ccc4c(c3)OCO4)c3ccccc3[C@@H]2[C@@H]1CO	-2	0.3	-6	0.6	13	-0.1	-13	4
CCCCOC(=O)c1ccc(NC(=O)c2ocnc2C)cc1	0	·	-10	·	10	-2.0	2	-1
O=C(CCc1ccccc1Cl)Nc1ccc(S(=O)(=O)N2CCOCC2)cc1	0	1.9	-7	0.1	-13	-1.2	4	0
CCOC(=O)c1ccccc1NS(=O)(=O)c1cnn(CC)c1C	14	-0.1	-2	0.1	0	1.8	3	28
O=C(NCCCN1CCCC1=O)C1CCN(S(=O)(=O)c2ccc(Cl)cc2)CC1	-116	·	9	-0.1	-4	-3.5	3	-6
CCn1ccnc1CN1CCN(CC=C(C)C)C(CCO)C1 (centres undefined)	-20	·	-13	0.0	-1	-1.4	4	0
CCCC(=O)Nc1ccc2c(c1)C(=O)N(C)[C@H]1CC[C@H](CC(=O)NCc3cccc(F)c3)O[C@H]1CO2	-2	-0.1	3	0.0	5	3.3	-4	-5
Cc1ccc2nc(Cl)c(-c3ccccc3)cc2c1	-1	-0.2	-4	0.3	19	-0.3	12	16
COc1ccccc1/C=C/C(=O)NCC(=O)N/N=C/c1ccc2c(c1)OCO2	0	0.2	-5	0.0	-5	2.8	·	-3
CCNC(=O)COC(=O)c1cc(S(=O)(=O)N2CCCCC2)ccc1C	-4	0.7	-6	0.1	14	0.6	2	-3
NC(=O)c1oc2ccccc2c1NC(=O)c1ccc([N+](=O)[O-])o1	-1	-0.1	-5	2.6	5	-6.2	-4	9
CSc1ccc(S(=O)(=O)N2CCC(C(=O)Nc3cccnc3)CC2)cc1	·	·	-8	0.2	7	-1.5	11	0
CO[C@H]1CN(C)C(=O)c2cc(NC(=O)C3CC3)ccc2OC[C@H](C)N(Cc2cc(F)ccc2F)C[C@@H]1C	2	0.2	-8	0.0	-10	-3.9	3	-13
CNC(=O)COC(=O)c1cc(-c2ccccc2)nn1-c1ccccc1	·	0.0	16	0.0	4	-2.6	-6	43
COc1ccc(-n2nc(C(=O)NCC(=O)N3CCN(c4ccccc4)CC3)c3ccccc3c2=O)cc1OC	4	0.1	4	0.0	15	-0.8	-7	-15
Cc1ccc(OCCNC(=O)CCNC(=O)c2ccc(Cl)cc2)cc1	-1	·	-11	0.0	-11	0.9	-3	-3
O=C(CCCCCCCCCCC(=O)NCc1cccnc1)NCc1cccnc1	0	0.4	-7	0.0	-4	5.2	·	-1
Cn1c(NC(=O)c2cccc(C(F)(F)F)c2)cc(=O)n(C)c1=O	-2	0.4	-5	0.2	?	-0.6	-3	18
COC(=O)CN1C(=O)[C@H]2[C@@H](c3ccc(C)o3)N3C(=O)CN(CC4CC4)C(=O)[C@@]3(C)[C@H]2C1=O	-1	-0.1	-8	0.0	-17	2.2	-3	·
CCCCOP(=O)(c1ccc(N(C)C)cc1)C(O)c1cc(OC)ccc1OC (centres undefined)	-2	·	1	0.1	-1	-3.4	11	2
COc1ccc(N(CC(=O)NCCSc2ccccn2)S(=O)(=O)c2ccc(C)cc2)cc1OC	2	0.1	-8	0.2	5	1.5	2	10
Cn1cccc1CC(=O)NNC(=O)Nc1ccc(Cl)cc1	1	·	-17	0.0	-4	0.0	·	-7
COc1ccccc1CCNC(=O)c1cnn2c(C(F)F)cc(C)nc12	-1	-0.9	-8	-0.1	7	3.5	2	-11
C[C@H](CO)N1C[C@H](C)[C@@H](CN(C)S(C)(=O)=O)Oc2cc(-c3cccc(F)c3)ccc2S1(=O)=O	4	0.3	9	-2.1	3	·	-4	4
O=C(CSc1cccc[n+]1[O-])c1ccc(Cl)s1	4	·	-101	0.1	2	-0.3	·	-26
CC(=O)Nc1cc2c3c(c1)CC(=O)N3CCC2	2	7.6	-5	0.0	-5	0.7	4	-4
CC(C)Cn1cnc2c1c(=O)[nH]c(=O)n2Cc1ccccc1	·	-0.1	-4	0.4	2	2.8	7	4
O=C(COC(=O)CCN1C(=O)c2cccc([N+](=O)[O-])c2C1=O)NC1CCS(=O)(=O)C1 (centres undefined)	0	2.2	-13	0.1	2	2.0	·	1
O=C(Cc1ccccc1)N1CC[C@@H]2[C@H]1c1cc(C#Cc3ccccc3)ccc1N[C@@H]2CO	-1	-1.0	-24	0.3	-6	1.5	-2	-1
COc1ccc(S(=O)(=O)N2CCOC2CNC(=O)C(=O)NCc2ccncc2)cc1 (centres undefined)	-11	-0.9	-12	0.0	2	0.8	-8	28
Cc1ccc(NS(=O)(=O)c2cc(Br)cnc2N)c(Cl)c1	-3	·	-1	0.2	6	-0.6	2	-10
O=C(COc1ccc(S(=O)(=O)N2CCCC2)cc1)NCc1cccnc1	-3	0.2	-17	-0.1	7	3.8	-14	-4
Cc1coc2c(C)c3oc(=O)c(CCC(=O)NCCCn4ccnc4)c(C)c3cc12	1	·	-5	·	10	2.9	-11	12
CN(CC1CCCN(CCc2cccc(C(F)(F)F)c2)C1)C(=O)c1cc2ccccc2o1 (centres undefined)	3	·	6	0.2	15	-2.1	-11	20
Cc1cc(S(=O)(=O)NCc2ccccc2)ccc1OCC(=O)Nc1cccc([N+](=O)[O-])c1	-2	-1.5	-3	0.3	12	-1.2	-2	-10
O=C(O)CCC(=O)Nc1ccc(/C=C/C(=O)C2CC2)cc1	3	9.3	-19	0.0	8	1.3	·	15
COCC(=O)Nc1ccc2c(c1)OC[C@H](C)N(C(=O)COC)C[C@@H](C)[C@@H](OC)CN(C)C2=O	-2	0.1	-8	-0.2	9	1.2	-2	7
CO/N=C(/CN1CCCCC1)c1ccc(Cl)cc1	1	·	-1	0.1	-6	-6.0	-6	7
COc1cccc(C(=O)N(c2ccc(OC)cc2OC)C2C=CS(=O)(=O)C2)c1 (centres undefined)	0	·	-5	·	-4	0.7	4	-6
C/C=C/c1ccc2c(c1)O[C@H](CN(C)C(=O)Cc1cccnc1)[C@@H](C)CN([C@@H](C)CO)S2(=O)=O	-3	-0.3	8	-0.9	0	1.1	-5	7
COC(=O)C1=C(C)N(Cc2ccccc2C(F)(F)F)C(=NCc2cc(OC)c(OC)c(OC)c2)NC1c1cccc(C(F)(F)F)c1 (centres undefined)	-1	-0.4	23	0.4	5	0.3	·	·
Cc1ccc(N2CC(NC(=O)C(=O)c3c(C)[nH]c4ccccc34)CC2=O)cc1 (centres undefined)	1	-0.1	-6	0.1	5	1.1	12	-1
COCC(=O)N1CC2(C1)[C@@H](c1ccccc1)[C@@H](CO)N2Cc1ccccc1OC	-1	0.1	-5	0.0	-4	-2.6	·	12
COc1ccccc1CCC(=O)NNC(=O)c1ccncc1	1	0.0	-24	0.1	?	0.4	1	3
CC(C)(C)S(=O)(=O)Cc1nc(-c2ccc(Cl)c(Cl)c2)cs1	1	-0.2	-11	-0.1	-4	-2.1	·	24
O=C(CCN1C(=O)/C(=C/c2cccs2)SC1=S)Nc1ccc(C(=O)O)cc1	14	-0.1	-93	0.0	-1	-0.3	-10	5
COc1ccc(NC(=O)Nc2cccc3c2O[C@H](CN(C)S(=O)(=O)c2cn(C)cn2)[C@H](C)CN([C@@H](C)CO)C3=O)cc1	-2	·	-7	-0.7	18	0.2	-1	0
CCCCC[C@H]1CN(C2CCCCC2)C(=O)[C@@H]1CC(=O)NCc1ccc(OC)cc1	-1	-0.3	-7	0.1	·	-2.0	-5	-16
CCOc1ccc(NC(=O)C2CCN(S(=O)(=O)c3ccc4c(c3)NC(=O)C(C)S4)CC2)cc1 (centres undefined)	0	3.7	-2	-0.2	-4	-0.1	·	-17
Cc1ccc2nc(NC(=O)COC(=O)c3ccccn3)sc2c1	-2	-0.2	-3	-0.2	10	-2.1	·	-6
CC(Oc1ccccc1Cl)C(=O)N1CCCN(C)CC1 (centres undefined)	-6	0.6	-8	0.0	0	-1.6	13	12
C[C@H]1CN([C@@H](C)CO)C(=O)c2cccc(NC(=O)c3nc4ccccc4s3)c2O[C@@H]1CN(C)Cc1ccc2c(c1)OCO2	-2	-0.1	-13	0.3	7	0.4	·	-17
C[C@@H]1CN([C@@H](C)CO)C(=O)CCCn2cc(nn2)CO[C@H]1CN(C)Cc1ccc2c(c1)OCCN2C	3	0.2	5	0.0	?	0.0	-1	-6
CNC(=O)C[C@@H]1CC[C@@H]2[C@@H](COc3ccc(NC(=O)Nc4cc(C)cc(C)c4)cc3C(=O)N2C)O1	·	0.0	·	0.3	·	-0.5	·	4

The listing continues:
SMILES	Casp6 inh	E-sel inducer	RAD52 anneal inh	XiGFP reactiv	DENV2 CPE rescue	F508del corr	RAD54 branch	GSIS activator
CCC1SC(CC)C(=O)N(CC(=O)NC2CCCCC2)C1=O (centres undefined)	0	·	0	0.0	5	0.2	·	-5
N#Cc1c(F)cccc1NCc1cccnc1	0	·	-9	0.1	2	1.0	9	1
CC(=O)N(c1ccccc1)C(C)c1nc(C#N)c(C#N)nc1C (centres undefined)	3	4.4	-1	0.1	6	2.8	3	-2
CC1C(=O)CC(c2ccc([N+](=O)[O-])cc2)NC1c1ccc([N+](=O)[O-])cc1 (centres undefined)	1	7.5	-21	0.2	6	-5.0	1	2
O=C(OCC(=O)N1CCCCCC1)c1ccccc1Br	-1	·	-14	0.3	-2	2.6	2	-6
CO[C@H]1CN(C)C(=O)c2cc(NC(=O)C3CCOCC3)ccc2OC[C@H](C)N(C(=O)c2ccccc2)C[C@H]1C	·	-0.2	·	0.3	·	-0.2	·	4
O=C(N/N=C/c1ccc(OC(F)F)cc1)c1cccc(S(=O)(=O)N2CCOCC2)c1	-1	10	-12	0.3	4	-6.3	·	6
C[C@@H]1CN([C@H](C)CO)C(=O)CCCn2nncc2CO[C@@H]1CN(C)Cc1ccc2c(c1)OCO2	1	0.5	-1	-0.3	6	-0.5	12	7
COc1ccc(NC(=O)Nc2ccc3c(c2)CC(=O)N([C@@H](C)CO)C[C@@H](C)[C@@H](CN(C)S(C)(=O)=O)O3)cc1	0	·	4	-1.6	7	0.1	4	9
